MMP-13 inhibitor – inhibitors of human MMP13; P45452; MMP-13 fTHP FRET cleavage, Mca fluorescence; inhibition, % at 4 µM; 65,000 compounds, 0.07% hits; AID 570;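 active means inhibition above the mean of compound-free control plate wells plus 3 SD, cut at about 14% in these data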;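 further: 0% = DMSO wells and 100% = wells with reference MMP-13 inhibitor after basal subtraction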
5HT1E ag – 5-HT1E (human) receptor agonism; 65,000 compounds, 0.69% hits; CHO 5-HT1E Ga15 NFAT-bla reporter, FRET; 0% DMSO wells, 100% control agonist wells; AID 574; activation, % at 6 µM; P28566;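 active means activation above a set limit, the screen-wide mean activation plus 3 SD, cut at about 8.5% in these data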;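 further: 100% = positive control agonist at 1 µM giving full maximal response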
S1P3 ag – activates the human S1P3 receptor | Q99500 | 60,000 compounds, 0.1% hits | S1P3 NFAT-BLA reporter cells, agonism, FRET ratio; relative to 1 µM S1P, basal subtracted | AID 373 | activation, % at 4.5 µM;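 active means activation above the screen-wide mean plus 3 SD, cut at about 4.5% in these data, passing the limit was not always enough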; further: some compounds called inactive have numbers as strong as hits
Target sequence (Q99500 whole entry, looked up): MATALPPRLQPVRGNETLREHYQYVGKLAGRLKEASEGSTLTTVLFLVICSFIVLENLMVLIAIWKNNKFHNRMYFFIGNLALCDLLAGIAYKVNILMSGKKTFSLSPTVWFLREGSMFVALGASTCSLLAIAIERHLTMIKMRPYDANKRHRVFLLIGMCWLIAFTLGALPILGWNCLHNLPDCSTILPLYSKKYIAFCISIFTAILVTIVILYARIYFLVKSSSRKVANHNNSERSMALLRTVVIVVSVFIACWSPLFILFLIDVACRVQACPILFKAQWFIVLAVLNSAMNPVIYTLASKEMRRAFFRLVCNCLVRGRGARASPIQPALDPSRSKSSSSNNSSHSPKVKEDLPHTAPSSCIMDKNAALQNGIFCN
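Measure – % activation relative to 1 µM S1P (100%), per plate · System – stable CHO line with human S1P3, Gα16, NFAT-BLA reporter · Timing – cells plated overnight, compound 4 h 37 °C, substrate 2 h RT · Technique – fluorescent BLA substrate, ex 405 nm, em 460/535 nm ratio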
Her2 expr inh – lowers expression of human Her2 kinase. 65,000 compounds, 0.69% hits. SKBR-3 HER2 protein level, AlphaScreen, 18-24 h; stronger effect = lower value. HER2 level % of control, % at 10 µM. P04626;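 active means HER2 level under 5% of the carrier-only control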;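 further: 100% = DMSO carrier and 0% = 500 nM PU-H71 HSP90 inhibitor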
5-HT1A blocker – 5-HT1a (human) receptor antagonism; inhibition, % at 10 µM; AID 612; P08908; 62,000 compounds, 0.68% hits; CHO 5-HT1a Ga15 NFAT-bla reporter, antagonist mode;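 active means inhibition above the mean of all tested compounds plus 3 SD, cut at about 43% in these data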;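 further: receptor stimulated by 5-CT agonist at 100 nM near EC80; beta-lactamase reporter measured by ratiometric fluorescence of a cleavable substrate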
Target sequence (P08908 whole entry, looked up): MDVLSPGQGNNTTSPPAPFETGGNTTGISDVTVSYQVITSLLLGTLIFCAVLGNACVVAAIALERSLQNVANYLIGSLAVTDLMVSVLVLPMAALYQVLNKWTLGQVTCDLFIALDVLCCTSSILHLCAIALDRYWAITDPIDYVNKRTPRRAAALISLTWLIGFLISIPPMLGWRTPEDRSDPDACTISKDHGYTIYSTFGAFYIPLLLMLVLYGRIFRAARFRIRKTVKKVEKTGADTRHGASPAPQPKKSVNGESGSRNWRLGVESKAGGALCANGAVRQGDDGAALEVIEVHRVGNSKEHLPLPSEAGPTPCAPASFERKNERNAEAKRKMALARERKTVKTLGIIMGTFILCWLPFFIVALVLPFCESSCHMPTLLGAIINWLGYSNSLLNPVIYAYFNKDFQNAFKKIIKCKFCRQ
HTR1E antagonist – 5-HT1E (human) receptor antagonism; inhibition, % at 6 µM; 65,000 compounds, 0.99% hits; P28566; CHO 5-HT1E Ga15 NFAT-bla reporter, FRET, antagonist; AID 571;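 active means inhibition above a set limit, the mean inhibition across every tested compound plus 3 SD, cut at about 29% in these data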;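 further: signal is the 460 over 535 nm emission ratio of beta-lactamase substrate; 0% = agonist plus DMSO wells and 100% = wells without agonist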
Fluor 339 460 – intrinsic fluorescence of library compounds, ex339/em460 – biochemical, MLSMR library, data from DPM-DC assay, artefact control, profiling panel | 65,000 compounds, 5.5% hits | compound autofluorescence, ex339/em460 nm, NADH buffer; stronger effect = higher value; 1 = no-compound wells, NADH background | fluorescence fold increase at 10 µM;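 active means at 10 µM, mean starting fluorescence two-fold or more over control wells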;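 further: signal is the first read of a kinetic run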
Abs 340nm – compounds absorbing at 340 nm. compound absorbance at 340 nm, fold over control. fold change at 10 µM. 65,000 tested, under 10 active. AID 708;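 active means at 10 µM dose, initial 340 nm absorbance at least 2 fold that of control wells; inactive means change under 2 fold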;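 further: initial absorbance extrapolated from kinetic A340 decline of NADH oxidation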
S1P1 ag pot – S1P1 (human) agonism or agonism potentiation | P21453 | S1P1 CRE-bla cells, forskolin, beta-lactamase FRET, potentiator mode; S1P1 agonist co-added at EC20, 2 nM; 100% = saturating reference agonist, 0% = basal | activation, % at 9.5 µM | 56,000 compounds, 0.57% hits | AID 449;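 active means activation above a cutoff set at the mean activation of all tested compounds plus 3 SD, cut at about 54% in these data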;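 further: forskolin at 4 µM as EC80 and the EC20 agonist is SEW2871; 100% = SEW2871 at its EC100 plus forskolin at EC80; some compounds past the cut are filed as inactive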
* marks the source's active call; other numbers are inactive results; . = not tested or not shown; [ ] = remark or other dose. Compounds as they come; any-hit rate near 8.5%.

nr | Compound | MMP-13 inhibitor | 5HT1E ag | S1P3 ag | Her2 expr inh | 5-HT1A blocker | HTR1E antagonist | Fluor 339 460 | Abs 340nm | S1P1 ag pot
1 | O=C(c1ccccc1Cl)N1CCCC(c2nc3c(nnn3Cc3ccccc3)c(=O)[nH]2)C1 (configuration not stated) | 6 | 0.8 | 0.2 | 110 | -3 | 4 | 1.1 | 0.99 | 12
2 | Cc1nc(N)sc1-c1csc(Nc2ccc(Cl)cn2)n1 | 16* | 0.1 | -1.1 | 87 | -2 | -5 | 1.2 | 1.2 | .
3 | CC1CCN(C(=O)CSc2ccc3nnc(-c4cccc(F)c4)n3n2)CC1 | 0 | 0.0 | -0.5 | 88 | 3 | 1 | 1.4 | 1 | -10
4 | O=C(Nc1ccc(N2CCOCC2)cc1)Nc1ccc2nc(-c3ccco3)c(-c3ccco3)nc2c1 | -6 | 0.4 | 0.0 | 21 | 40 | 67* | 1.1 | 1 | .
5 | C/C=C/Cn1c(N2CCCCCC2)nc2c1c(=O)[nH]c(=O)n2C | -3 | 1.4 | 0.3 | 131 | -2 | 23 | 1.1 | 1 | -21
6 | CCOC(=O)c1ccc(NC(=O)CSc2nnc(CNc3ccc(OC)cc3)n2C)cc1 | 6 | -1.5 | -0.7 | 66 | 6 | 1 | 1 | 1 | 8
7 | CCOC(=O)C1CCN(S(=O)(=O)c2ccc(Br)c(OCC)c2)CC1 | 7 | -0.7 | 0.2 | . | 0 | -2 | 0.99 | 1 | .
8 | COc1ccc(NC(=O)CS(=O)CC(=O)NC2CCCc3ccccc32)cc1 (configuration not stated) | -7 | -0.6 | -0.8 | 68 | -9 | 6 | 1.1 | 1 | -14
9 | CCOCCn1c(SCc2ccccc2)nc2c1c(=O)[nH]c(=O)n2C | -2 | 0.3 | 0.2 | 89 | -12 | -8 | 1.1 | 1.1 | -7
10 | COc1ccc(CC(=O)N2CCN(c3ccccn3)CC2)cc1OC | -16 | 1.3 | -0.6 | 102 | 14 | 7 | 1.2 | 1.1 | 8
11 | CC(=O)C(Sc1ccc2nnc(-c3ccc(C)cc3)n2n1)C(C)=O | 3 | 0.6 | -0.7 | 103 | -10 | 6 | 1.1 | 1.1 | -6
12 | N#CCCN(C(=O)c1ccco1)c1ccccc1 | -5 | -0.1 | -1.0 | 101 | . | 4 | 1.1 | 1.1 | 4
13 | CCN1CCCC1CNC(=O)c1cc2c(-c3cccc(OC)c3)nn(C)c2s1 (configuration not stated) | -80[fluorescence artefact?] | 2.8 | -1.0 | 82 | 10 | 0 | 5* | 1 | -3
14 | N#CCCn1c(SCC(=O)c2c[nH]c3ccccc23)nc2ccccc21 | 6 | -0.2 | . | 51 | 23 | 18 | 1.1 | 1.1 | .
15 | Fc1ccc(-c2nnc(-c3ccc(Cl)cc3Cl)o2)cc1 | -8 | -0.3 | -1.8 | 57 | 9 | 3 | 1.1 | 1 | -1
16 | Cc1cc(C)c(S(=O)(=O)N(C)Cc2cnn(C)c2)c(C)c1 | 0 | 0.1 | -0.3 | 97 | -4 | 1 | 1.1 | 1 | .
17 | Clc1ccc2nc(N3CCNCC3)nc(-c3ccccc3)c2c1 | -41[fluorescence artefact?] | 14* | 18* | 104 | . | -4 | 2.3* | 0.95 | -50
18 | Nc1c(C(=O)NCc2ccccc2)nnn1Cc1ccc(F)cc1 | -2 | -1.0 | -1.7 | 111 | 9 | 16 | 1.1 | 1.1 | -2
19 | Cc1cc(C)c2c(c1)cc(C)c1nnc(SCC(=O)Nc3cc(C)on3)n12 | 3 | 0.3 | 0.3 | 116 | -1 | 11 | 1.1 | 0.99 | 22
20 | Cc1ccc(N(CC(=O)O)S(=O)(=O)c2cccc3nonc23)cc1 | 1 | 0.4 | -0.8 | 78 | 4 | -4 | 1.1 | 1 | -29
21 | CC(C)OC(=O)c1sc2nc3c(cc2c1N)C(=O)CCC3 | 4 | 0.2 | -2.6 | 70 | . | 12 | 1.1 | 1 | -2
22 | O=c1c2cc3ccccc3n2cnn1Cc1ccccc1F | -42 | -0.5 | -0.6 | 100 | 40 | 5 | 1.1 | 1 | -22
23 | CCN(CC)CCCn1c(=S)[nH]c2ccc(Cl)cc2c1=O | -5 | -0.7 | . | 106 | 3 | 14 | 1.1 | 1.1 | .
24 | CCN(CC)CCN1C(=O)C2C3c4ccccc4C(c4ccccc43)C2C1=O (configuration not stated) | 2 | -0.8 | -0.3 | 82 | 16 | 14 | 1.1 | 1 | .
25 | O=C(NCc1ccccn1)C(C(=O)c1ccc(F)cc1)n1ccccc1=O (configuration not stated) | -8 | 0.4 | 0.5 | 99 | 7 | -3 | 1 | 0.99 | 0
26 | COc1ccc(-c2oc3ncn4nc(COc5ccccc5)nc4c3c2-c2ccc(OC)cc2)cc1 | -15 | -0.3 | -2.3 | 133 | . | 1 | 2.4* | 1.1 | -2
27 | Cn1c(=O)c2c(nc(CN3CCC(Cc4ccccc4)CC3)n2CCN2CCOCC2)n(C)c1=O | 1 | 1.1 | -0.2 | 105 | -17 | -12 | 1 | 1 | -5
28 | Cc1ccc(S(=O)(=O)CCC(=O)Nc2ccc3c(c2)OCO3)cc1 | -2 | -0.2 | -0.1 | 86 | -4 | -10 | 1.1 | 1 | -7
29 | COCCn1nnnc1CN1CCC(NC(=O)Nc2cccc(OC)c2)CC1 | -2 | 0.3 | -0.1 | 96 | 2 | 2 | 1.1 | 1 | 4
30 | Brc1ccccc1C1=Nn2c(nnc2-c2ccccc2)SC1 | 3 | -0.9 | -0.2 | 54 | 33 | 33* | 1.2 | 1.1 | 6
31 | Nn1c(SCC(=O)NC(=O)NCc2ccccc2)nnc1C1CC1 | 3 | 0.9 | -0.8 | 114 | -1 | 5 | 1.1 | 1 | -1
32 | CCOC(=O)COc1ccc2c(c1)c(C(=O)OCC)c(C)n2CC | -4 | -0.5 | -1.1 | 124 | 9 | 6 | 1.1 | 1 | -6
33 | CCCCSc1nnc(-c2ccc(NC(C)=O)cc2)n1C | 3 | -0.7 | -1.3 | 97 | . | 0 | 1.1 | 1 | -3
34 | Cc1c(OCC(F)(F)F)ccnc1CS(=O)c1nc2ccccc2[nH]1 (configuration not stated) | -2 | 0.3 | -2.9 | 79 | . | 2 | 1.4 | 1 | -3
35 | O=C(Nc1ccccc1C(F)(F)F)C1CC(=O)N(c2ccccc2F)C1 (configuration not stated) | 2 | 1.0 | 0.0 | 102 | 10 | -1 | 1.1 | 1.1 | .
36 | Cn1c(=O)c(C(=O)NC2CCCCCCC2)c(O)c2ccccc21 | 3 | 1.2 | -0.3 | 88 | -6 | -4 | 1.1 | 1.1 | 3
37 | COCCOC(=O)c1[nH]c2c(c1C)C(=O)CC(c1ccccc1)C2 (configuration not stated) | 2 | -0.7 | . | 54 | 36 | 67* | 1.1 | 1 | .
38 | O=C(c1cccnc1)N1CCCc2ccccc21 | 2 | 0.1 | -1.4 | 121 | -1 | -1 | 1.1 | 1 | 1
39 | COc1ccc(C)cc1S(=O)(=O)N(C)CC(=O)NCc1ccco1 | -8 | -0.3 | 1.0 | . | -8 | -9 | 1.1 | 1 | -14
40 | CCOCCCn1c(C)nc2c(c1=O)c1nc3ccccc3nc1n2CCC1=CCCCC1 | -73[fluorescence artefact?] | 1.6 | -0.9 | -22* | -7 | -1 | 3* | 1.1 | -14
41 | CCOc1ccc(C(=O)Nn2cnnc2)cc1 | -2 | 0.4 | -0.5 | 94 | -7 | 3 | 1.1 | 1 | .
42 | COc1ccc(Cl)cc1NC(=O)c1oc(C)nc1C | 6 | 0.0 | -1.1 | 104 | 21 | 4 | 1 | 0.98 | 16
43 | COc1ccc(NC(=O)c2cc(Cl)ccc2NC(=O)c2ccco2)c(OC)c1 | 6 | 0.9 | . | 65 | 8 | -3 | 1.9 | 1.1 | .
44 | COc1ccc(S(=O)(=O)Nc2ccc3c(c2)OCO3)cc1C(=O)O | -3 | 0.8 | -0.3 | 80 | 3 | -2 | 1.1 | 1 | .
45 | S=c1[nH]nc(-c2ccccc2)n1CC1CCCO1 (configuration not stated) | 2 | -1.1 | -1.2 | 110 | 22 | 9 | 1.1 | 1 | .
46 | COC(=O)[C@H](CCSC)NC(=O)Nc1ccc(C)c(C)c1 | 5 | 0.3 | 0.2 | 145 | -3 | -3 | 1.1 | 1 | 4
47 | CCOc1ccc(C2c3c(oc4ccccc4c3=O)C(=O)N2c2ccccn2)cc1OC (configuration not stated) | 1 | 0.1 | -0.2 | 108 | -8 | -7 | 1.1 | 1.1 | -9
48 | COc1ccc(C2C=C(c3cccs3)Nc3nc(CCCO)nn32)cc1 (configuration not stated) | -201[fluorescence artefact?] | -1.4 | -0.4 | 93 | 28 | 37* | 3.9* | 1.1 | 27
49 | CCOC(=O)N1CCN(S(=O)(=O)c2ccc3[nH]c(=O)sc3c2)CC1 | -6 | -0.4 | 0.1 | 80 | -9 | 1 | 1.2 | 1 | -1
50 | CCOC(=O)c1cnc2cc(Cl)c(OC)cc2c1NCC1CCCO1 (configuration not stated) | -15 | -0.1 | -0.3 | 182 | 3 | 6 | 1.4 | 1.1 | -33
51 | COc1cc(C(=O)Nc2nnc(-c3sccc3C)s2)cc(OC)c1OC | -9 | -0.7 | 0.1 | 73 | -3 | 7 | 1.6 | 1.1 | .
52 | CCOc1cc(-c2nc(-c3ccncc3)no2)cc(OCC)c1OCC | 2 | -0.2 | 0.2 | 77 | -3 | -18 | 1.2 | 1.1 | -5
53 | C=CCn1c(=O)c2c(C)c(C)sc2n2c(Nc3ccc(OC)cc3)nnc12 | 1 | 1.3 | -0.3 | 109 | -16 | 10 | 1.1 | 1.1 | -30
54 | c1cncc(C(c2nnnn2C2CCCC2)N2CCCC2)c1 (configuration not stated) | 4 | -1.2 | -1.1 | 105 | 9 | 8 | 1.1 | 1 | -5
55 | CCOc1ccc(-c2noc(COC)n2)cc1OC | 1 | -1.5 | -1.2 | 77 | 4 | 4 | 1.1 | 1 | 11
56 | O=C(NC1CCCCCCC1)C1CCN(S(=O)(=O)N2CCCC2)CC1 | -2 | 0.1 | -1.3 | 44 | -11 | 7 | 1.1 | 1 | 8
57 | O=C(CSc1nnc(CNC(=O)c2cccs2)o1)NC1CCCC1 | -2 | -0.6 | . | 111 | -6 | -8 | 1 | 1.1 | .
58 | COc1cc(C2C(C(=O)c3ccco3)=C(O)C(=O)N2Cc2cccnc2)cc(OC)c1OC (configuration not stated) | -4 | -1.4 | -1.0 | 61 | 5 | 21 | 1.1 | 1.1 | 11
59 | CNC(=O)CC(C(=O)O)c1ccc(OC(C)C)cc1 (configuration not stated) | -6 | 0.0 | 0.5 | 108 | . | -12 | 1 | 1 | 7
60 | O=C(CNC(=O)c1cccs1)OCC(=O)c1cccs1 | 2 | -0.5 | . | 103 | 6 | 0 | 1.1 | 0.99 | .
61 | COc1ccc(CCNC(=O)C2CCN(S(=O)(=O)N3CCCCC3)CC2)cc1OC | -5 | -0.1 | 0.8 | 58 | -11 | 4 | 1.1 | 1 | 13
62 | CCOC(=O)CSc1nnc(-c2nnc(SCC(=O)OCC)n2CC)n1CC | 2 | 7.0 | -0.1 | 87 | -10 | 4 | 0.96 | 1 | -3
63 | O=C(Nc1ccccc1F)c1ccncc1 | -1 | -0.4 | -0.2 | 106 | -3 | -14 | 1.1 | 1.1 | -16

Bioassay records (PubChem BioAssay)
